MBNL1 CUG block: inhibitors of human MBNL1 binding to CUG repeat RNA; TR-FRET MBNL1-His/biotin-(CUG)12 binding, 665/545 ratio; 280,000 tested, 0.036% active; AID 2675; Potency, µM (highest dose often 57.5 µM), for inactives: top-dose activity change, negative = inhibition, hits mostly inhibitors; active means well fitted inhibition curve with a large enough effect in the signal ratio, with a control signal flat, not every such curve was filed as active; inconclusive means small, poorly fitted or top-dose-only effect, or effect the other way, or a change in a side signal; inactive means no such curve, though single readings can be large or run the other way; the % refers to the signal ratio; further: on the % scale 0 is the no-effect control and ±100 the full control effect
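Compound titration spanned 92 nM–58 uM against the MBNL1-His/biotin-(CUG)12 complex. After 60 min at room temperature with 5 nM streptavidin-XL665 and 0.055 ng/ul terbium anti-His, ratiometric 665/545 nm emission (Ex 340 nm) normalized to controls.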
NPC1 promoter act: activators of NPC1 promoter | Huh7 NPC1 promoter luciferase reporter, 24 h | Potency, µM (top dose mostly 9.22 µM), without a hit: at the highest dose activation, hits mostly activators | 320,000 tested, 2.4% active | AID 485313;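 further: % of control where 0% means no effect; nearly all actives have a fitted effect of over 60% in size; reporter is driven by a mutant NPC1 promoter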
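Luciferase expression driven by the NPC1 promoter was measured in stably transfected Huh7 cells after a 24 h compound incubation, using a luciferase reagent and a luminescence read.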
FLuc modulator: counter-screen for miR-21 project: firefly luciferase inhibitors or activators; purified FLuc, Km substrates, luminescence inhibition; Potency, µM (titrated, usually from 57.5 µM), inactives show at the top dose activity change, negative = inhibition, usual class: inhibitors; 360,000 tested, 6.9% active; AID 588342;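 further: plate controls were vehicle for no effect and reference inhibitor for full effect; nearly all actives have a fitted effect of over 55% in size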
Target sequence (P08659 whole entry, looked up): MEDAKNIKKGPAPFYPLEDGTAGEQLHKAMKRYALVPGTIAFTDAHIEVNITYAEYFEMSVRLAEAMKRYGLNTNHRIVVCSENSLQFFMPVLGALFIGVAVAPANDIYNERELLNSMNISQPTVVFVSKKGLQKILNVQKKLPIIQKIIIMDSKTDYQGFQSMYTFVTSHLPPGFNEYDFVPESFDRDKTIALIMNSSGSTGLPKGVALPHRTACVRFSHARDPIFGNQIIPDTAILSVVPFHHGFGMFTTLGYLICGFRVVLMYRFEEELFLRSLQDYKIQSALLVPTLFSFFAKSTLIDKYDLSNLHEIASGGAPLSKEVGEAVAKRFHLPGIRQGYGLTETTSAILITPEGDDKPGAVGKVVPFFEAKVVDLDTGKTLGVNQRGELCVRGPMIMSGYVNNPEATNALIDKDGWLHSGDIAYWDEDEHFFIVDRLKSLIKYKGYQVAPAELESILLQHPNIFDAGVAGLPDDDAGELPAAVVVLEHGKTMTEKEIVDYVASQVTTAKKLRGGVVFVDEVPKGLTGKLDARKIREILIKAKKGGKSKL
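Purified P. pyralis luciferase (10nM final) with 10uM D-luciferin and 10uM ATP (Km levels) in 50mM Tris acetate pH 7.5, 10mM Mg acetate, 0.01% Tween-20, 0.05% BSA; qHTS 6-point titration, ~60 µM downward; luminescence read.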
ELG1 genotox: genotoxicity induction in ELG1-luciferase HEK293T cells | HEK293T ELG1-luciferase reporter, luminescence, 16 h | Potency, µM (highest dose often 46 µM), without a hit: top-dose activity change, positive = activation, hits mostly activators | 330,000 tested, 1.3% active | AID 504466; further: % of control where 0% means no effect; nearly all actives have a fitted effect of over 60% in size
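After overnight (16 hr) compound treatment at 37 °C, ELG1-luciferase HEK293T cells were lysed with ONE-Glo; luminescence quantified 30 min later at room temperature.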
p53 reactivator: restores transcriptional activity of mutant p53; H1299 p53-A138V BP100-luciferase reporter, luminescence, 24 h; 320,000 tested, 0.063% active; Potency, µM (doses to about 92.2 µM), for the others: at the top dose activity change, positive = activation, usual class: activators; further: % of control where 0% means no effect; nearly all actives have a fitted effect of over 45% in size
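p53-null H1299 cells stably carrying temperature-sensitive p53-A138V and a BP100-luciferase reporter were pinned with compounds (4-point, 1:5 series) and held 24 hrs at 37 deg C. Luminescence was read 10 min after detection reagent.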
Gal4-VP16 FLuc: Gal4-VP16 reporter inhibition counter-screen | Drosophila S2 Gal4-VP16 UAS-luciferase, luminescence, 20 h | Potency, µM (doses to about 53.6 µM), for inactives: at the top dose activity, negative = inhibition, actives largely listed as inhibitors | 310,000 tested, 3.5% active | AID 2546;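 further: Gal4-VP16 expression switched on by copper sulfate through the metallothionein promoter; on the % scale 0 is the no-effect control and ±100 the full control effect; nearly all actives have a fitted effect of over 50% in size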
uPA surface inh: inhibitors of cell surface uPA generation. AID 540303. 330,000 tested, 0.31% active. Potency, µM (highest dose often 38.3 µM), for the others: top-dose activity change, negative = inhibition, hits mostly inhibitors. cell surface uPA generation assay, qHTS; active means well fitted inhibition curve with a large enough effect; inconclusive means small, poorly fitted or top-dose-only effect; inactive means no such curve, though single readings can be large or run the other way; tested in mouse RAW 264.7 cells; further: on the % scale 0 is the no-effect control and ±100 the full control effect; nearly all actives have a fitted effect of over 55% in size
RORgamma inh: ROR gamma (mouse) transcription inhibition | Drosophila S2 Gal4-RORgamma UAS-luciferase reporter, 20 h | P51450 | AID 2551 | 310,000 tested, 5.4% active | Potency, µM (highest dose often 53.6 µM), for the others: at the top dose activity change, negative = inhibition, usual class: inhibitors; further: on the % scale 0 is the no-effect control and ±100 the full control effect; nearly all actives have a fitted effect of over 60% in size
Target sequence (P51450 whole entry, looked up, the tested form may be a part): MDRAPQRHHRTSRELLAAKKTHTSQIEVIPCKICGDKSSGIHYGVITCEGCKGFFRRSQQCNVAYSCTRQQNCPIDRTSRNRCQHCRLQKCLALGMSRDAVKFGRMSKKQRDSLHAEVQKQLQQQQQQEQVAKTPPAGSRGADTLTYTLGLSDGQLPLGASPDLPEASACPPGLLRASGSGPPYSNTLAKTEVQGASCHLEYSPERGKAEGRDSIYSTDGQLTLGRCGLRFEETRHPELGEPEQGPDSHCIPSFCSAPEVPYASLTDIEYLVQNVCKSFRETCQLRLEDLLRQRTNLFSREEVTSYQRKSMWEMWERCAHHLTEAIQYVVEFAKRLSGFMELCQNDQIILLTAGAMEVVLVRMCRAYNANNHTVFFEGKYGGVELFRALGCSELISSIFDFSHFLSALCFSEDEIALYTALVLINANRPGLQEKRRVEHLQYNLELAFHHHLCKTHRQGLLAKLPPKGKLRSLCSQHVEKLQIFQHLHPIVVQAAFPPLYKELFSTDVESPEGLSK
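Stable Schneider cell line, Gal4 DNA-binding domain fused to ROR gamma, UAS-luciferase. Cmpd 1 hr RT → CuSO4 700 uM final → 20 hr RT → luciferase reagent 10 min → luminescence.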
CXXC DNA block: MLL CXXC-DNA interaction inhibition | AID 2662 | 290,000 tested, 0.037% active | MLL-CXXC / FITC-HOXA9 DNA fluorescence polarization | Q03164 | Potency, µM (titrated, usually from 115 µM), without a hit: at the highest dose activity change, negative = inhibition, actives largely listed as inhibitors; active means well fitted inhibition curve with a large enough effect in the polarisation, with a control signal flat, not every such curve was filed as active; inconclusive means small, poorly fitted or top-dose-only effect, or effect the other way, or a change in a side signal; inactive means no such curve, though single readings can be large or run the other way; the % refers to the polarisation
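Steps: dispense CXXC domain solution (7 uM) → pin compounds or unlabeled HOX-A9 DNA control → 5 min ambient → add FLSN-HOX-A9 solution (50 nM) → spin → 30 min ambient → fluorescence polarization. Tris pH 7.5/NaCl/DTT/BSA buffer.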
BRCA1 expr up: increases BRCA1 expression | MCF7-BRCA1-FFLuc reporter, luminescence, 48 h; response scale: scaled: vehicle 0%, 10 µM genistein 100% | Potency, µM (series often up to 46.1 µM), inactives show at the highest dose activation, hits mostly activators | 380,000 tested, 1.1% active | AID 624202; further: nearly all actives have a fitted effect of over 80% in size; some results filed as inactive show a strong effect at the top dose
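First, MCF7-BRCA1-FFLuc cells (2000/well) attach for 2 h; next, compounds are pin-added and incubated 48 h at 37 °C; finally, luciferase reagent is added and luminescence read after 15 min.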
Rab9 prom act: activates the Rab9 promoter; Huh7 Rab9 promoter-luciferase reporter, luminescence, 24 h; Potency, µM (titrated, usually from 9.22 µM), for the others: at the highest dose activation, negative = inhibition, usual class: activators; 320,000 tested, 2.8% active; AID 485297; further: % of control where 0% means no effect; nearly all actives have a fitted effect of over 60% in size
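Steps: seed 1500 Huh7 Rab9-luc cells per well, rest 2 h at 37 °C; add compound in DMSO; incubate 24 h; add luciferase reagent, 10 min ambient; read luminescence.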
* hit, by the source's call; ? = inconclusive; / = not tested or not shown; [ ] = another dose, or the depositor's remark. Unless noted, the call rests on the fitted dose curve; in most records, active means well fitted curve in the direction sought with a large enough effect; inconclusive means small, poorly fitted or top-dose-only effect, or another doubt; inactive means no such curve, though single readings can be large; an effect the other way counts as inactive or inconclusive. Potency means the concentration at half of the fitted maximal effect. Only part of the results is shown; rates above refer to the full screens.

smiles | MBNL1 CUG block | NPC1 promoter act | FLuc modulator | ELG1 genotox | p53 reactivator | Gal4-VP16 FLuc | uPA surface inh | RORgamma inh | CXXC DNA block | BRCA1 expr up | Rab9 prom act
COc1ccc(N2CCN(CC(O)COCc3ccccc3)CC2)cc1 (configuration not stated) | 10.4% | -1.7% | -1.7% | -1.9% | -3.6% | 3.8% | -0.2% | 21.7% | 23.4% | 0.0% | 9.5%
CC(=O)c1cccc(NC(=O)C(C)OC(=O)CN2C(=O)NC(C)(C)C2=O)c1 (configuration not stated) | / | -5.8% | 0.4% | -2.3% | -1.7% | / | -0.1% | / | / | 9.8% | -5.0%
CCc1sc(C(=O)NC(C)C2CCCO2)cc1Br (configuration not stated) | 3.6% | -0.8% | ? | 0.1% | -19.4% | -7.6% | 4.9% | -8.4% | -3.5% | -25.9% | 8.3%
C=CCN1C(c2ccc(Br)cc2)=CS/C1=C(/C#N)c1nnc(N2CCOCC2)n1-c1ccccc1 | ? | -4.3% | 2.4% | -14.2% | 16.1% | -8.2% | 0.2% | 13.6% | 2.8% | -52.4% | -10.1%
COc1ccc(/C=N/N2CCN(c3ccc(Cl)cc3)CC2)cc1 | 0.3% | -6.9% | 0.2% | -1.9% | / | -0.6% | -1.0% | -12.1%[1.91 µM] | 9.8% | -9.9% | 1.8%
Cn1c(SCC(=O)NC2CCCCC2)nnc1-c1ccccc1O | -4.2% | -0.5% | -1.2% | -0.6% | -5.2% | -9.1% | -1.3% | -10.3% | -7.4% | -5.7% | 1.2%
O=C(CCCC(=O)N1CCN(c2ccc([N+](=O)[O-])cc2)CC1)c1ccccc1 | ? | -4.5% | 2.2% | 0.5% | -8.4% | -7.6% | -16.6% | ? | 3.8% | -31.6% | -15.0%
C#CNC(=O)C1(CC=C)CCNCC1 | / | -1.6% | 2.0% | 4.0% | 11.8% | / | -3.5% | / | / | -1.3% | 1.0%
CCN(CC)CCCNC(=O)c1cc2c(Cl)nc3ccccc3c2s1 | -15.5% | -3.4% | 1.3% | -2.7% | 1.1% | -19.0% | ? | -28.4% | ? | 35.7% | 1.0%
O=S(=O)(/N=C/c1c(O)ccc2ccccc12)c1ccccc1 | ? | -3.6% | 3.5% | -5.5% | / | ? | -5.5% | ? | -3.1% | -13.5% | 0.1%
Cc1cccc(Oc2ccccc2NC(=O)CSCC(=O)Nc2cc(C)on2)c1 | / | -3.9% | 4.7% | -0.3% | -1.1% | / | -3.3% | / | / | -24.5% | -9.6%
CC(C)(C)NC(=O)CN(C(=O)CSc1nnc(COc2ccccc2)o1)c1cccc(F)c1 | -3.8% | 4.6% | -0.5% | 0.9% | 4.8% | 1.9% | 0.9% | 21.3% | 4.5% | -0.4% | -3.1%
O=C(NC(=S)N1CCc2ccccc21)c1ccco1 | 6.7% | 0.8% | ? | -2.0% | 0.5% | 3.16µM* | -1.3% | 1.41µM* | ? | -17.4% | -1.6%
CCOC(=O)c1sc(NC(=O)C2CCCO2)c(C(=O)OCC)c1C (configuration not stated) | -13.6% | 1.5% | 1.6% | 5.2% | 8.8% | 7.7% | / | -0.2% | 0.0% | / | 2.6%
Clc1ccc(-c2nnc(COc3ncnc4sccc34)o2)cc1 | / | 8.4% | ? | 9.7% | 19.2% | -7.3% | -6.1% | -5.9%[10 µM] | 10.9% | 1.6% | 4.1%
COC(=O)c1ccccc1NC(=O)Cn1cnc([N+](=O)[O-])c1 | 12.2% | 0.4% | 0.1% | -1.3% | 9.4% | 1.3% | 5.5% | 2.1% | 4.5% | 2.1% | 3.1%
CC1(c2nnc(-c3ccc(Cl)cc3)o2)CC(c2c(Cl)cccc2Cl)=NO1 (configuration not stated) | -5.2% | 0.8% | -0.2% | -3.0% | -0.2% | -5.6% | 9.3% | -30.8% | -6.5% | 0.0% | 0.0%
COc1ccc(-c2ccc(C(c3c(C)[nH][nH]c3=O)c3c(C)[nH][nH]c3=O)o2)c([N+](=O)[O-])c1 | ? | 10.1% | ? | -0.3% | -2.4% | -0.4% | -5.7% | -0.6% | 2.8% | -26.3% | -4.7%
Cc1nn(-c2ccccc2)c(Cl)c1/C=N/NC(=O)CNC(=O)c1ccccc1Cl | -4.1% | 6.1% | 19µM* | -2.5% | -7.7% | 2.9% | -25.6% | 13.8% | 4.3% | 26.5% | 7.4%
COc1cccc(-c2c(-c3cc(OC)cc(OC)c3)n(C)c3ccc(-c4ccc(OC)nc4)cc23)c1 | / | -8.0% | 3.3% | -2.5% | -4.7% | / | 12.3% | / | / | -67.7% | 0.3%
CC1CCC2(CC1)NC(=O)N(CC(=O)Nc1ccc3[nH]c(=O)[nH]c3c1)C2=O (configuration not stated) | / | -1.2% | 2.8% | 0.0% | 0.2% | / | 1.4% | / | / | 10.1% | 2.9%
CC(Oc1ccc(F)cc1)C(=O)Nc1cccc(-c2nn[nH]n2)c1 (configuration not stated) | -4.5% | 2.2% | -6.0% | 4.0% | / | / | 3.5% | / | -24.4% | 0.0% | 1.4%
NC(=O)COC(=O)c1sc2ccccc2c1Cl | ? | 4.1% | ? | 0.8% | -2.9% | 1.8% | / | 3.5% | 11.5% | 1.8% | -1.0%
CSc1n[nH]c(=O)n1-c1ccc(Cl)cc1 | / | -2.6% | 4.7% | -0.4% | -0.9% | -6.4% | 1.1% | -1.9% | 1.7% | -8.3% | 0.7%
CCOC(=O)c1nnn(-c2ccccc2)c1C | -2.5% | -1.3% | -5.7% | 9.9% | 14.3% | 12.2% | -12.1% | 26.6% | -2.8% | 67.9% | 14.1%
CCOC(=O)N(Cc1ccccc1)C(C(=O)O)C(C(=O)O)N(Cc1ccccc1)C(=O)OCC (configuration not stated) | -23.6% | 12.7% | -1.0% | -5.0% | ? | ? | 4.4% | 0.0%[10 µM] | 2.3% | 11.2% | -4.8%
Cc1cc2c(ncn2C)c(NS(=O)(=O)c2ccc(Cl)cc2)c1C | / | 0.6% | 0.8% | -0.6% | -2.4% | -8.9% | 3.9% | 1.9% | -4.0% | 2.9% | 2.9%
COc1ccc([C@@H]2C[C@@H](c3ccccc3)Oc3cc(OC)c(OC)c(OC)c32)cc1 | 1.4% | -4.5% | 1.6% | -5.0% | -1.6% | 5.3% | 0.2% | 1.0% | -1.2% | -18.0% | -4.1%
COc1ccc(OC)c(NC(=O)c2cnn(-c3ccccc3)c2C)c1 | 1.0% | 16.5% | ? | -3.4% | -24.6% | -12.2% | 4.7% | -5.6% | -0.5% | -29.5% | 7.0%
Cc1cccc(NC(=O)c2nc[nH]c2C(=O)NCC(=O)OC(C)(C)C)c1 | -8.1% | -4.2% | -7.1% | -5.9% | 3.8% | ? | 4.8% | ? | -8.5% | -2.5% | -1.1%
O=C(Nc1ccc(Cl)cc1C(=O)N1CCCC1)c1cccc([N+](=O)[O-])c1 | 0.2% | 0.8% | -0.2% | -4.0% | 10.5% | 4.2% | 1.3% | 0.6% | 25.6% | -6.2% | 16.0%
Cc1ccc(CNC(=O)C2CCN(S(=O)(=O)c3c(C)noc3C)CC2)cc1 | 1.7% | / | 0.2% | / | / | -1.6% | -5.4% | 11.2% | 0.3% | -1.9% | /
CCOCCCNc1ccc(-c2ccccc2)nn1 | 8.3% | ? | ? | 12.6µM* | ? | -11.4% | / | 3.2% | 4.8% | 2.82µM* | 2.24µM*
O=C(O)COc1ccc(S(=O)(=O)N2CCCC2)cc1 | 2.9% | -4.7% | 0.7% | 0.2% | -7.3% | 0.1% | 5.6% | -12.6% | -8.1% | -4.5% | -0.1%
CC(=O)CCC1C2C(O)C(C(C)C)C(OC(=O)/C=C/c3ccccc3)CC12C (configuration not stated) | 9.2% | -4.8% | -0.5% | -9.0% | -3.3% | ? | -12.6% | -5.8% | -6.2% | -41.0% | -6.5%
COc1ccc(-c2cn3cccnc3n2)cc1F | / | ? | 8.49µM* | ? | ? | -12.1% | -8.5% | ? | 6.8% | ? | ?

Bioassay records as filed in PubChem.
